# G9a block – blocks human histone lysine methyltransferase G9a. 8.8% of 350,000 active. Q96KQ7. G9a H3K9 monomethylation, AlphaScreen, 2 h. AID 504332. Potency, µM (doses to about 102 µM), for inactives: at the highest dose activity, negative = inhibition, usual class: inhibitors; further: potency means the concentration at half of the fitted maximal effect; nearly all actives have a fitted effect of over 75% in size
# Target sequence (Q96KQ7 913-1193 limits assumed): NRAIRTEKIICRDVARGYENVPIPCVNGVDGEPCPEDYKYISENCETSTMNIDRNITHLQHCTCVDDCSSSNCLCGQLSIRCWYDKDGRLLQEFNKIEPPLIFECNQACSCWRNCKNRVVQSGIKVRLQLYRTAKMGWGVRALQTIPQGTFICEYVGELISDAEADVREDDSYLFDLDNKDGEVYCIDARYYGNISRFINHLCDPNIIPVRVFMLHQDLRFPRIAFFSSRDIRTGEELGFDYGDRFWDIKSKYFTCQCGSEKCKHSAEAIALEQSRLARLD
#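 AlphaScreen detection with an anti-monomethyl H3K9 antibody quantified product after a 2 h room-temperature reaction containing 500 nM biotinylated H3K9 peptide, 20 µM SAM and 20 nM enzyme, which had been preincubated 15 min with compound.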
# GLS inh – glutaminase GLS (human) inhibition; GLS enzymatic activity, qHTS titration; Potency, µM (doses to about 45.5 µM), for inactives: top-dose activity change, negative = inhibition, hits mostly inhibitors; 0.21% of 410,000 active; further: potency means the concentration at half of the fitted maximal effect
#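 Compounds were pin-transferred onto hKGA, after which L-glutamine (1 mM solution) and a detection mix of glutamate oxidase, HRP and Amplex Red were added. Initial and 30 min RT fluorescence reads were collected.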
# BAZ2B inh – blocks human BAZ2B. Q9UIF8. AlphaScreen BAZ2B-H3K14Ac peptide displacement. Potency, µM (highest dose often 114 µM), for the others: top-dose activity change, negative = inhibition, most hits filed as inhibitors. 4.4% of 360,000 active; further: potency means the concentration at half of the fitted maximal effect; nearly all actives have a fitted effect of over 60% in size
#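 BAZ2B (50 nM) with biotin-H3(5-23)K14Ac peptide (50 nM) in PBS pH 7.4, 0.01% Tween-20, preformed 30 min, then compound 30 min at room temperature; top concentration 110uM. AlphaScreen streptavidin donor/nickel chelate acceptor beads (10 ug/mL final), 20 min dark, signal read.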
# PI4K2A block – PI4K2A (human) kinase inhibition; purified PI4K2A, ADP-Glo luminescence, 1 h; hits give low values; activity change, negative = inhibition, % at 76.9 µM; 0.13% of 420,000 active; AID 1346378; in the data active means activity change below about -50%; inconclusive means mostly about -30% to -49%;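 further: -100% = wells without enzyme as full effect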
#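 PI4K2A activity was measured by ADP-Glo luminescence: enzyme (4 ug/mL stock) and phosphatidylinositol (1.2 mM stock) in Tris pH 7.5/MgCl2/EGTA/Triton X-100 buffer were reacted with ATP (300 microM stock) for one hour at ambient temperature.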
# 12-LOX inh – ALOX12 (human) lipoxygenase inhibition. P18054. purified 12hLO, xylenol orange hydroperoxide absorbance. Potency, µM (series often up to 108 µM), for inactives: at the highest dose activity change, negative = inhibition, usual class: inhibitors. 1.1% of 580,000 active. AID 1671190; further: potency means the concentration at half of the fitted maximal effect
# Target sequence (P18054 whole entry, looked up): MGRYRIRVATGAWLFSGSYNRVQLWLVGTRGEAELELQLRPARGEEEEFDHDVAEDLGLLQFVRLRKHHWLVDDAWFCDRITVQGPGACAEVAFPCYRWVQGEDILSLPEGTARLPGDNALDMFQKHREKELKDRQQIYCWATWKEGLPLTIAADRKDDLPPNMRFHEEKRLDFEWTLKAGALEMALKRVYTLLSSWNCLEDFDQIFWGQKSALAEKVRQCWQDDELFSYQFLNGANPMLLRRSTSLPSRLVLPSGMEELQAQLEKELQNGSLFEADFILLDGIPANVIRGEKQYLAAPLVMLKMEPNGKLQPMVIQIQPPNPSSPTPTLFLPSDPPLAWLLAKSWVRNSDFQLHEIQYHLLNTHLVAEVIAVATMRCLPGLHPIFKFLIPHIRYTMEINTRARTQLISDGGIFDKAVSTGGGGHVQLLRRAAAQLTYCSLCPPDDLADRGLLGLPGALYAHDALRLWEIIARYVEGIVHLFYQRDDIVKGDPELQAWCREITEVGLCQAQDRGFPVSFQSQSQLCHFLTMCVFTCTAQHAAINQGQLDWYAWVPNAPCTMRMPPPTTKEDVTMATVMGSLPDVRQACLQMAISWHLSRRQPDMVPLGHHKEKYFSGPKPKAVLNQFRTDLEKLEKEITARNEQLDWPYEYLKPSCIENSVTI
#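 Purified human 12hLO (150 nM final) in 25 mM Hepes, 0.01% Triton X-100, pH 7.0 was preincubated 15 min at room temperature with compound. Then 40 uM arachidonic acid was added, 30 min. Hydroperoxide was read by Fe-XO absorbance ratio 573/405 nm.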
# An asterisk follows results filed as active; ? = inconclusive; . = no result given; & = joins results of further samples; [ ] = dose if it differs, or a comment. Unless noted, the call rests on the fitted dose curve; in most records, active means well fitted curve in the direction sought with a large enough effect; inconclusive means small, poorly fitted or top-dose-only effect, or another doubt; inactive means no such curve, though single readings can be large; an effect the other way counts as inactive or inconclusive. Unless noted, on the % scale 0 is the no-effect control and ±100 the full control effect. This is a subset (hit frequency here may not be typical).
entry | smiles | PI4K2A block | GLS inh | BAZ2B inh
1 | CC1(C)[C@@H](O[C@H]2O[C@H](C(=O)O)[C@@H](O)[C@H](O)[C@H]2O[C@@H]2O[C@H](C(=O)O)[C@@H](O)[C@H](O)[C@H]2O)CC[C@]2(C)[C@H]3C(=O)C=C4[C@@H]5C[C@@](C)(C(=O)O)CC[C@]5(C)CC[C@@]4(C)[C@]3(C)CC[C@@H]12 | . | . | .
2 | CC[C@@]12CCCN3CCc4c(n(c5ccccc45)[C@](O)(C(=O)OC)C1)[C@H]32 | . | . | .
3 | O=C(c1ccc(F)cc1)C1CCN(CCn2c(=O)[nH]c3ccccc3c2=O)CC1 | . | . | .
4 | CC(C)(CO)[C@H](O)C(=O)NCCCO | . | . | .
5 | C[C@@H]1CC[C@]2(C(=O)O)CC[C@]3(C)C(=CCC4[C@@]5(C)C[C@@H](O)[C@H](O)[C@@](C)(CO)C5CC[C@]43C)C2[C@H]1C (some centres undefined) | . | . | .
6 | c1ccc(-n2cnnn2)cc1 | . | -1.3% | .
7 | CC1(C(=O)O)CCC2(C)CCC3(C)C(=CC(=O)[C@@H]4C5(C)CC[C@H](O[C@H]6O[C@H](C(=O)O)C(O)C(O)[C@H]6O[C@@H]6O[C@H](C(=O)O)C(O)C(O)C6O)C(C)(C)[C@@H]5CCC43C)[C@@H]2C1 (some centres undefined) | . | 14.1µM* | .
8 | C=Cc1ccccc1 | . | -2.1% | .

entry | 12-LOX inh | G9a block
1 | . | 10.6%[59 µM]
2 | . | 28.8%&24.6%[21.5 µM]
3 | . | 22.2%[59 µM]
4 | . | 16.3%[21.5 µM]
5 | . | 28.1%[59 µM]
6 | . | .
7 | . | .
8 | . | .

# Single entries from above:
# CC1(C)[C@@H](O[C@H]2O[C@H](C(=O)O)[C@@H](O)[C@H](O)[C@H]2O[C@@H]2O[C@H](C(=O)O)[C@@H](O)[C@H](O)[C@H]2O)CC[C@]2(C)[C@H]3C(=O)C=C4[C@@H]5C[C@@](C)(C(=O)O)CC[C@]5(C)CC[C@@]4(C)[C@]3(C)CC[C@@H]12 in G9a block is entered as 10.6%[59 µM]
# CC(C)(CO)[C@H](O)C(=O)NCCCO in G9a block is entered as 16.3%[21.5 µM]
# c1ccc(-n2cnnn2)cc1 in GLS inh is entered as -1.3%

# Following part:
entry | smiles | PI4K2A block | GLS inh | BAZ2B inh
9 | COc1ccc(-c2oc3c(CC=C(C)C)c(O[C@@H]4O[C@H](CO)[C@@H](O)[C@H](O)[C@H]4O)cc(O)c3c(=O)c2O[C@@H]2O[C@@H](C)[C@H](O)[C@@H](O)[C@H]2O)cc1 | . | . | -7.5%
10 | COc1cc(N)c(Cl)cc1C(=O)N[C@@H]1CCN(CCCOc2ccc(F)cc2)C[C@@H]1OC | . | . | -31.4%
11 | C=CCCCCCCCCC(=O)OC | . | -6.2% | .
12 | N#C/C(=C1/SCC(c2ccccc2Cl)S1)n1ccnc1 (centres undefined) | . | -6.4% | .
13 | C[C@@H]1CC2[C@@H]3C[C@H](F)C4=CC(=O)C(Cl)=C[C@]4(C)[C@@]3(F)[C@H](O)C[C@]2(C)[C@@]1(O)C(=O)CO (some centres undefined) | . | 7.2% | .
14 | COC(=O)c1ccccc1O | . | -15.8% | .
15 | Cc1onc(-c2ccccc2Cl)c1C(=O)N[C@H]1C(=O)N2[C@H]1SC(C)(C)[C@H]2C(=O)O | . | -21.5%[20 µM] | .
16 | CC1=C(C(=O)O)N2C(=O)[C@@H](NC(=O)[C@@H](N)c3ccc(O)cc3)[C@@H]2SC1 | . | 0.2%[20 µM] | .

entry | 12-LOX inh | G9a block
9 | . | 12.2%[59 µM]
10 | . | 0.7%[59 µM]
11 | . | 16.9%[59 µM]
12 | . | -5.0%[59 µM]
13 | . | -31.7%[12.7 µM]
14 | . | 28.2%[59 µM]
15 | . | 26.6%[21.5 µM]
16 | . | 7.8%[21.5 µM]

# New compounds follow
entry | smiles | PI4K2A block | GLS inh | BAZ2B inh
17 | Cc1ccsc1/C=C\C1=NCCCN1C | . | -3.0%[20 µM] | .
18 | C/C(=C(/CCO)SS/C(CCO)=C(\C)N(C=O)Cc1cnc(C)nc1N)N(C=O)Cc1cnc(C)nc1N | . | 6.6% | .
19 | CCC1OC(=O)C[C@H](O)C(C)[C@@H](O[C@@H]2OC(C)C(O)C(N(C)C)C2O)C(CCN2CC(C)CC(C)C2)CC(C)C(=O)/C=C/C(C)=C\[C@@H]1COC1OC(C)C(O)C(OC)C1OC (some centres undefined) | . | ? | .
20 | COc1cc2nc(N3CCN(C(=O)[C@@H]4COc5ccccc5O4)CC3)nc(N)c2cc1OC | . | -5.2% | .
21 | CC[C@H](C(=O)Nc1ccccc1N1CCCC1)c1ccccc1 | -2.1 | . | .
22 | CCCCOCCOC(=O)c1cccnc1 | 0.4 | . | .
23 | NS(=O)(=O)c1ccc(N2CCCCS2(=O)=O)cc1 | 0.0 | . | .
24 | Cc1nc2n(c(=O)c1CCN1CCC(C(=O)c3ccc(F)cc3)CC1)CCS2 | -4.5 | . | .

entry | 12-LOX inh | G9a block
17 | . | 25.0%[21.5 µM]
18 | . | -27.4%[12.7 µM]
19 | . | -47.9%[2.33 µM]
20 | . | ?
21 | . | .
22 | . | .
23 | . | .
24 | . | .

# Full records from above. Screens in order: PI4K2A block | GLS inh | BAZ2B inh | 12-LOX inh | G9a block
# COc1cc2nc(N3CCN(C(=O)[C@@H]4COc5ccccc5O4)CC3)nc(N)c2cc1OC is listed as . | -5.2% | . | . | ?
# Cc1nc2n(c(=O)c1CCN1CCC(C(=O)c3ccc(F)cc3)CC1)CCS2 is listed as -4.5 | . | . | . | .

# (further entries)
entry | smiles | PI4K2A block | GLS inh | BAZ2B inh
25 | Cc1ccccc1N1CCN(CCc2nnc3n2CCCC3)CC1 | -0.9 | . | .
26 | O=C(O)C1Cc2ccccc2CN1 (centres undefined) | . | . | .
27 | COc1ccc(-c2oc3c(CC=C(C)C)c(OC4O[C@H](CO)[C@@H](O)[C@H](O)[C@@H]4O)cc(O)c3c(=O)c2OC2O[C@@H](C)[C@H](O)[C@@H](O)[C@@H]2O)cc1 (some centres undefined) | . | . | .
28 | CC(=O)N[C@@H](Cc1ccccc1)C(=O)O | . | . | .
29 | CNc1nccc(-c2cccnc2Oc2cc(C(=O)Nc3cccc(C(F)(F)F)c3)ccc2C)n1 | . | . | .
30 | COCCOc1ccc2c(c1)ncn2-c1ccc2cccc(N3CCC(N)CC3)c2n1 | . | . | .
31 | COc1cc2ncn(-c3cc(OCc4ccccc4S(C)(=O)=O)c(C#N)s3)c2cc1OC | . | . | .
32 | CC1(C)OC2=C(C(=O)c3ccccc3C2=O)[C@H](NCc2ccccc2)[C@H]1O | . | . | .

entry | 12-LOX inh | G9a block
25 | . | .
26 | -36.6% | .
27 | ? | .
28 | -9.3% | .
29 | -34.0%[57.4 µM] | .
30 | 1.5%[57.4 µM] | .
31 | -4.2%[57.4 µM] | .
32 | -30.9%[57.4 µM] | .

# The results go on.
entry | smiles | PI4K2A block | GLS inh | BAZ2B inh
33 | COc1ccccc1C(=O)N1CCC2(C1)C(=O)N(C)c1ccccc12 (centres undefined) | . | . | .
34 | Cn1cnc(-c2cc3nccc(Oc4ccc(NC(=S)NC(=O)Cc5ccccc5)cc4F)c3s2)c1 | . | . | .
35 | CCOC(=O)c1nc(NCc2ccc(OC)cc2OC)c2ccccc2n1 | . | . | .
36 | CCc1cc2c(cc1N1CCC(N3CCOCC3)CC1)C(C)(C)c1[nH]c3cc(C#N)ccc3c1C2=O | . | . | .
37 | COCCOc1ccc2c(n1)CCN(C(=O)NC1CCCC1)C2 | . | . | .
38 | Oc1cc(-c2nc(-c3ccccc3)[nH]c2-c2ccncc2)ccc1Cl | . | . | .
39 | CNC(=O)c1cc(COc2nnc(Nc3ccc(Cl)cc3)c3ccoc23)ccn1 | . | . | .
40 | CN1CC2(CCN(C(=O)NC3CCCCC3)CC2)CC1C(=O)N1CCOCC1 (centres undefined) | . | . | .

entry | 12-LOX inh | G9a block
33 | 56.0%[activator][176 µM] | .
34 | 4.5%[57.4 µM] | .
35 | 5.8% | .
36 | -10.2%[57.4 µM] | .
37 | 45.6%[activator] | .
38 | -2.9%[57.4 µM] | .
39 | ? | .
40 | 41.9%[activator] | .

# (list continues)
entry | smiles | PI4K2A block | GLS inh | BAZ2B inh
41 | O=C1NC(=O)C2(CCOc3ccc(F)cc32)N1 (centres undefined) | . | . | .
42 | CC=C(C)C(=O)O[C@H]1C(C)=C[C@]23C(=O)[C@@H](C=C(CO)[C@@H](O)[C@]12O)[C@H]1[C@@H](C[C@H]3C)C1(C)C | . | . | .
43 | O=C(/C=C/c1ccc(Cl)cc1)c1cccc(O)c1 | . | . | .
44 | CNCc1ccc(-c2[nH]c3cc(F)cc4c3c2CCNC4=O)cc1 | . | . | .
45 | COc1cc2c(c(OC)c1OC)-c1c(cc(OC)c(OC)c1OC)CC(C)C(C)C2 (centres undefined) | . | . | .
46 | OCCn1cc(-c2ccc3c(c2)CCC3=NO)c(-c2ccncc2)n1 | . | . | .
47 | O=C([C@H]1C[C@@H](F)CN1S(=O)(=O)c1cccc(Cl)c1)N1CCOCC1 | . | . | .
48 | NC(=O)c1cccc2[nH]c(-c3ccc([C@H]4CCCN4)cc3F)nc12 | . | . | .

entry | 12-LOX inh | G9a block
41 | 9.7% | .
42 | ? | .
43 | ? | .
44 | ? | .
45 | 7.1% | .
46 | -22.3%[57.4 µM] | .
47 | 33.6% | .
48 | -3.4%[57.4 µM] | .

# Next section
entry | smiles | PI4K2A block | GLS inh | BAZ2B inh
49 | Cc1ccc(C(=O)Nc2cccc(C(F)(F)F)c2)cc1-c1ccc2nc(NCCN3CCOCC3)ncc2c1 | . | . | .
50 | O=C(Nc1cccc(Cl)c1)Nc1ncc(CCNc2ncnc3ccsc23)s1 | . | . | .
51 | CC1=CCC(O)(C(C)C)CC1 (centres undefined) | . | . | .
52 | CC1(C)CC(=O)c2c(C(F)(F)F)nn(-c3ccc(C(N)=O)c(NC4CCC(O)CC4)c3)c2C1 (centres undefined) | . | . | .
53 | COc1ccc(-c2noc([C@@H]3CCCN3C(=O)c3ccc(Cl)cc3OC)n2)cc1OC | . | . | .
54 | COc1cc(OC)c(C=CS(=O)(=O)Cc2ccc(OC)c(NCC(=O)O)c2)c(OC)c1 | . | . | .
55 | COc1cc(CCc2cc(NC(=O)c3ccc(N4C[C@@H](C)N[C@@H](C)C4)cc3)n[nH]2)cc(OC)c1 | . | . | .
56 | Cc1c(C(=O)Nc2ccc(N3C[C@@H](C)O[C@@H](C)C3)nc2)cccc1-c1ccc(OC(F)(F)F)cc1 | . | . | .

entry | 12-LOX inh | G9a block
49 | -40.7%[57.4 µM] | .
50 | -22.8%[57.4 µM] | .
51 | 21.3%[176 µM] | .
52 | -12.3%[57.4 µM] | .
53 | 25.8% | .
54 | -27.6%[57.4 µM] | .
55 | -11.9%[57.4 µM] | .
56 | 14.1%[57.4 µM] | .

# 5 compounds out of the list, ordered by number of heavy atoms, low to high.
entry | smiles | PI4K2A block | GLS inh | BAZ2B inh
50 | O=C(Nc1cccc(Cl)c1)Nc1ncc(CCNc2ncnc3ccsc23)s1 | . | . | .
53 | COc1ccc(-c2noc([C@@H]3CCCN3C(=O)c3ccc(Cl)cc3OC)n2)cc1OC | . | . | .
52 | CC1(C)CC(=O)c2c(C(F)(F)F)nn(-c3ccc(C(N)=O)c(NC4CCC(O)CC4)c3)c2C1 (centres undefined) | . | . | .
55 | COc1cc(CCc2cc(NC(=O)c3ccc(N4C[C@@H](C)N[C@@H](C)C4)cc3)n[nH]2)cc(OC)c1 | . | . | .
56 | Cc1c(C(=O)Nc2ccc(N3C[C@@H](C)O[C@@H](C)C3)nc2)cccc1-c1ccc(OC(F)(F)F)cc1 | . | . | .

entry | 12-LOX inh | G9a block
50 | -22.8%[57.4 µM] | .
53 | 25.8% | .
52 | -12.3%[57.4 µM] | .
55 | -11.9%[57.4 µM] | .
56 | 14.1%[57.4 µM] | .
